beta cell repl: induces beta-cell replication in MIN6 cells. hit rate 0.29% among 330,000. proliferation, % at 10 µM. MIN6 cells proliferation, ATPlite luminescence, 48 h; cells starved in 0.2% serum; 100% = growth in 10% serum. AID 2380;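 active means compounds whose signal lies at least 3.5 SD above the mean of all wells on their plate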;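 further: 0% = DMSO-treated cells in low-serum medium and 100% = 10% serum control; some compounds called inactive have numbers as strong as hits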
HKDC1 inhibitor: blocks human hexokinase HKDC1 activity; AID 493160; inhibition, % at 20 µM; recombinant HKDC1, G6PDH/diaphorase resazurin coupled fluorescence; Q2TB90; hit rate 0.16% among 340,000;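 active means inhibition above about 35% when tested at 20 µM, limit read from the data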;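 further: plate controls were DMSO wells with enzyme for no effect and DMSO wells lacking enzyme for full effect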
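Incubation: 90 min at room temperature in dark / Material: recombinant HKDC1 (HK5) hexokinase enzyme, produced in-house / Quantity: enzyme 5 µg/mL final / Compound: one dose of 20 µM, 1% DMSO / Reagent: glucose and ATP substrates / Buffer or medium: Tris pH 8.0 buffer with MgCl2, Tween-20, BSA, BME / Technique: resorufin fluorescence at 613 nm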
SENP6 inh: inhibitors of human SENP6 protease; inhibition, % at 10 µM; Recombinant SENP6 catalytic domain, aminoluciferin luminescence; AID 2599; Q9GZR1; hit rate 1.8% among 330,000;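 active means inhibition above about 50% at the single tested dose, limit read from the data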;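 further: plate controls were DMSO wells with enzyme for no effect and DMSO wells lacking enzyme for full effect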
SENP8 block-1: SENP8 (human) protease inhibition | recombinant SENP8, Nedd8 substrate fluorescence | inhibition, % at 20 µM | hit rate 0.64% among 360,000 | AID 602440; in the data active means inhibition mostly above about 40%, no sharp cut-off; inactive means mostly below about 27%
Target sequence (Q96LD8 whole entry, looked up): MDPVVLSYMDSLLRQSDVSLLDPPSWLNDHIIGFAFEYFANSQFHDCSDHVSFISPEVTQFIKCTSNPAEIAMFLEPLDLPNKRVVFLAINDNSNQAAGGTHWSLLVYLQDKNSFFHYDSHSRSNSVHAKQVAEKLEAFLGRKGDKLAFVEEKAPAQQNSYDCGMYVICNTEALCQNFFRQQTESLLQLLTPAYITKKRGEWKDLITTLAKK
SENP7 block: blocks the human protease SENP7. recombinant SENP7, Z-RLRGG-aminoluciferin luminescence, 40 min. AID 434973. hit rate 1.5% among 330,000. inhibition, % at 5 µM. Q9BQF6;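 active means inhibition above about 50% at the single test dose, limit read from the data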;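 further: plate controls were DMSO with enzyme for no effect and no enzyme buffer wells for full effect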
Target sequence (Q9BQF6 706-1050 limits assumed): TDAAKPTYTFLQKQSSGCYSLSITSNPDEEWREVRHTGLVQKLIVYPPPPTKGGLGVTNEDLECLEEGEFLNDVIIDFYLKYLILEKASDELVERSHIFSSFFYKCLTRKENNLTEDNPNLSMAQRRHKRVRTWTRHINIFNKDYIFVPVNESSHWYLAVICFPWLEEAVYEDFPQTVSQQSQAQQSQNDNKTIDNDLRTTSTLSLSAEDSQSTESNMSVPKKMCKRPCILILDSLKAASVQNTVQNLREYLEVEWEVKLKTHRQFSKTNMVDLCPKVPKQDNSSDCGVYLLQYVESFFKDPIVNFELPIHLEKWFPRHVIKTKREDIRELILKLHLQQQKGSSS
UBC13 polyUb: blocks human UBC13 polyubiquitin chain formation; P61088; TR-FRET; inhibition, % at 20 µM; hit rate 0.47% among 330,000; in the data active means inhibition above about 45%, passing the limit was not always enough
Target sequence (P61088 whole entry, looked up): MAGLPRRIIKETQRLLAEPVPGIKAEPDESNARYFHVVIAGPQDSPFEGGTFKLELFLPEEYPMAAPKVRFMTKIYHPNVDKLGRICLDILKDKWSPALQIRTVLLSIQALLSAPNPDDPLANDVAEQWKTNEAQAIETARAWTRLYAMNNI
SENP1 inh: inhibitors of human SENP1 SUMO protease catalytic domain; Q9P0U3; recombinant SENP1 catalytic domain, CyPet-SUMO1-YPet FRET cleavage; inhibition, % at 10 µM; hit rate 0.21% among 360,000;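 active means inhibition at least 30% at 10 µM, raw YFP signal under a set limit, fluorescence ratio 0.5 to 1.5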;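 further: 0% = enzyme with DMSO and 100% = no enzyme wells; some results filed as inactive read as strong as hits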
Target sequence (Q9P0U3 419-644 limits assumed): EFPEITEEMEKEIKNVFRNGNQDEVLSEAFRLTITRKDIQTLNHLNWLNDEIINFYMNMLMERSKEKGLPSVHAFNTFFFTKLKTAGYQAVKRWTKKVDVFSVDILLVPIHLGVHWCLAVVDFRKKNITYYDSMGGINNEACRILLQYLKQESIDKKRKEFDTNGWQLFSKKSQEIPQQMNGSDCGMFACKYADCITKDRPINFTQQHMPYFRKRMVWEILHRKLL
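Test system: recombinant human SENP1 catalytic domain, His6-tagged / Medium: pH 8 Tris buffer with EDTA, NaCl, BME, BSA, NP40, catalase / Also added: SUMO1 FRET substrate flanked by Cypet and Ypet, 25 nM / Times: 50 min reaction at room temperature / Signal: FRET, CFP and YFP emission / Control set: no-enzyme low control and enzyme-plus-DMSO high control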
PfG6PD inh: PfG6PD (Plasmodium falciparum) enzyme inhibition; PfGluPho enzyme, NADPH resazurin-diaphorase fluorescence; inhibition, % at 20 µM; hit rate 0.78% among 350,000;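 active means inhibition reaching at least a set limit at 20 µM in the primary screen, cut at about 59% in these data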;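 further: 0% = DMSO wells with substrate and 100% = DMSO wells lacking glucose-6-phosphate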
SENP8 block-2: SENP8 protease inhibition | Q96LD8 | purified SENP8, Z-RLRGG-aminoluciferin cleavage, luminescence | inhibition, % at 10 µM | hit rate 1.2% among 330,000 | AID 2540; in the data active means inhibition above about 50%
The depositor's hits bear a star; / = no result given.

SMILES | beta cell repl | HKDC1 inhibitor | SENP6 inh | SENP8 block-1 | SENP7 block | UBC13 polyUb | SENP1 inh | PfG6PD inh | SENP8 block-2
CCCc1nc2ccccc2c(C(=O)OCC(=O)NC2CC2)c1CC | -1 | 1 | 0 | 4 | 4 | 7 | 1 | -4 | 10
NNC(=O)c1oc2nc(-c3ccco3)cc(-c3ccco3)c2c1N | -3 | 2 | -113 | -62 | -32 | 10 | -35 | 4 | 9
CCOC(=O)c1cc(NC(=O)c2ccc(OC)cc2)c(=O)oc1-c1ccccc1 | 0 | 3 | -7 | 5 | -14 | -7 | -2 | -5 | -4
Cc1ccc(CCNC(=O)C2CCN(S(=O)(=O)c3cccc4cccnc34)CC2)cc1 | -1 | 2 | 6 | 8 | -5 | 6 | 0 | -2 | 0
CCOC(=O)C1CN(S(=O)(=O)c2ccc(Cl)cc2)c2cc(S(=O)(=O)CC)ccc2O1 (stereo not drawn) | -2 | -4 | 6 | 17 | -4 | 3 | 0 | 22 | -16
CCCCSc1nn[nH]n1 | -2 | -5 | -22 | 11 | -48 | -2 | 3 | -1 | -2
N#CC1=C2N=C(N)c3ccccc3N2C2=C(C(=O)CCC2)C1c1cccc(Cl)c1 (stereo not drawn) | -3 | 7 | -17 | -14 | 11 | 7 | -34 | 15 | -10
Cc1cc(-c2ccc(N3CCOCC3)cc2)nc2ccccc12 | -4 | 11 | 8 | -413 | 8 | 18 | -80 | 7 | -6
COc1ccc(CCNC(=O)COC(=O)Cc2c[nH]c3ccccc23)cc1OC | -1 | -5 | 7 | -31 | -12 | -8 | -7 | 9 | -12
COc1cccc(C(=O)Nc2ccc(N(C)C)cc2)c1OC | -4 | 4 | -24 | 2 | -7 | -9 | 1 | 26 | -12
O=C(/C=C/c1ccccc1)NCCc1ccc2c(c1)OCCO2 | 0 | -8 | 8 | 17 | 4 | 5 | 0 | -13 | -5
COc1ccc(Oc2c(C(F)(F)F)oc3cc(OCC(=O)O)ccc3c2=O)cc1 | -3 | 0 | 0 | 17 | 3 | 3 | 2 | -9 | 1
Cc1cc(C2=NNC(=NCCc3ccccc3)SC2)c(C)n1CC1CCCO1 (stereo not drawn) | -4 | -7 | -16 | -22 | -2 | 0 | -3 | 17 | 4
COc1ccc(S(=O)(=O)NCc2ccccn2)cc1Cl | -3 | -7 | 12 | 24 | 4 | -3 | 1 | -9 | 2
O=C(COC(=O)/C=C/c1cn(-c2ccccc2)nc1-c1ccc2c(c1)OCCO2)NC1CCS(=O)(=O)C1 (stereo not drawn) | -4 | 6 | -31 | -410 | -3 | -1 | 2 | -1 | -9
CCOC(=O)c1c(S(=O)(=O)NCC(=O)Nc2cc(C)ccn2)c(C)n(C)c1C | 0 | -3 | -12 | 14 | -7 | -2 | -1 | -16 | -12
S=c1[nH]cc(-c2ccc(Cl)cc2)n1-c1ccccc1 | 0 | -3 | 3 | -16 | 14 | 0 | 0 | 38 | -2
COc1ccc(OC)c(CN2CCN(S(=O)(=O)c3ccccc3)CC2)c1 | -2 | -6 | -7 | 8 | 0 | -3 | 0 | 11 | -3
CCOC(=O)c1ccc(NC(=O)CN2C(=O)CSCC2=O)cc1 | -1 | 0 | -3 | 10 | -1 | -2 | 3 | 1 | -4
CN(C)C(=O)c1ccc(NC(=O)c2cc(-c3ccco3)nc3ccccc23)cc1 | 1 | 10 | 12 | -383 | 7 | 1 | 5 | 9 | 11
CC(=O)NC12CC3CC(C1)CC(C(=O)OCC(=O)NC(=O)c1cccn1C)(C3)C2 | 0 | -3 | -8 | 19 | -1 | 2 | 1 | -3 | -2
O=S1(=O)OCCC(c2ccccc2)N1Cc1ccccc1 (stereo not drawn) | 2 | 3 | -13 | 25 | -17 | 2 | 2 | -1 | -6
Cc1ccc(CNc2ccc3c(c2)ncn3C(C)(C)C)cc1 | -4 | 0 | -14 | -141 | 0 | -12 | -1 | 29 | -14
CC(=O)C1=C(O)C(=O)N(CCN2CCOCC2)C1c1ccc(N(C)C)cc1 (stereo not drawn) | 0 | -6 | -14 | 31 | 3 | -6 | 2 | 2 | 4
C#CCOCCOCCOCCNc1nc(N2CCN(C(=O)[C@H]([C@@H](C)O)n3cc(CCCCN)nn3)CC2)nc(N2CCN(C(=O)[C@H](CCCCN)n3cc(CCCC)nn3)CC2)n1 | 0 | 0 | -1 | 24 | -3 | 32 | 0 | 0 | -1
O=C(O)C1CCN(C(=O)c2ccccc2C(=O)N2CCC(C(=O)O)CC2)CC1 | -3 | 0 | 4 | 12 | 15 | 4 | 1 | -6 | 9
Cc1cccc(NS(=O)(=O)c2ccc(C)c(C(=O)N(C)C3CCN(C)CC3)c2)c1 | 1 | 2 | -18 | 11 | -4 | 7 | 1 | 9 | -6
Cc1ccc(-c2noc(CN3CCC(C(N)=O)CC3)n2)cc1 | -4 | -1 | -14 | 16 | 0 | 2 | -3 | -2 | 1
CCCC(=O)Nc1cc(C)c(NC(=O)c2ccco2)cn1 | -3 | -4 | -6 | 12 | 3 | -14 | -1 | -6 | -12
O=S(=O)(NN=C1CCCCCC1)c1ccc(Cl)cc1 | 3 | -6 | -4 | 8 | -2 | -8 | 1 | 1 | 6
CC(C)(C)OC(=O)N1CCC(NC(=O)c2nc[nH]c2C(=O)NCC(=O)OCc2ccccc2)CC1 | -5 | -1 | -23 | 8 | -8 | 10 | 0 | -3 | -20
C=CCn1c(SCc2c(C)noc2C)nc2sc3c(c2c1=O)CCC(C)C3 (stereo not drawn) | -3 | 7 | -6 | 18 | 9 | 7 | 1 | -6 | 0
O=S(=O)(Nc1ccncc1)c1cc(Cl)ccc1Cl | -3 | -2 | -4 | 10 | 3 | 6 | 2 | -14 | 1
Cc1cccc(OCC(=O)OC(C)CN2CCCCC2)c1 (stereo not drawn) | -3 | -4 | -7 | 1 | -4 | 4 | 1 | -6 | 3
CNC(=S)N1CCc2ccccc2C1 | 1 | 11 | 3 | 7 | 5 | 3 | 2 | 4 | -2
Cc1ccc(-n2ncc3c2CCCC3NC(=O)CCCN2CCCCC2=O)cc1C (stereo not drawn) | 3 | -4 | 1 | 2 | -6 | 11 | -2 | 3 | -1
COc1cc(/C=C2\C(=N)N3N=C(S(C)(=O)=O)SC3=NC2=O)ccc1OCCOc1ccccc1C | / | 10 | / | -4 | / | / | -7 | -31 | /
Cc1ccc(C(=O)CSc2n[nH]c(-c3ccco3)n2)cc1C | -3 | 31 | -13 | 17 | -4 | -10 | 0 | 10 | -7
O=C(c1ccc2nc(N3CCOCC3)sc2c1)N1CCCC1 | -3 | -6 | -18 | 13 | 10 | -10 | 2 | -4 | -8
CCCCN(C)C(=O)C1CCCN(S(=O)(=O)c2ccc3c(c2)oc(=O)n3C)C1 (stereo not drawn) | 1 | -5 | -8 | 10 | -4 | 0 | 1 | 9 | 14

Arranged by value in PfG6PD inh (largest number first): 3 from the list above.
canonical_smiles,PfG6PD inh
O=S(=O)(NN=C1CCCCCC1)c1ccc(Cl)cc1,1
O=C(O)C1CCN(C(=O)c2ccccc2C(=O)N2CCC(C(=O)O)CC2)CC1,-6
O=S(=O)(Nc1ccncc1)c1cc(Cl)ccc1Cl,-14

Next section:
SMILES | beta cell repl | HKDC1 inhibitor | SENP6 inh | SENP8 block-1 | SENP7 block | UBC13 polyUb | SENP1 inh | PfG6PD inh | SENP8 block-2
COc1ccc(/C=N/n2c(SC)nnc2-c2ccccc2)cc1C | 2 | 12 | 0 | 27 | 0 | 4 | 3 | -16 | -5
c1coc(C2OCC3(CO2)COC(c2ccco2)OC3)c1 (stereo not drawn) | 2 | -1 | -5 | 25 | -5 | 0 | 1 | 3 | 5
O=C(NCc1ccc2c(c1)OCO2)c1c(O)nc2sccn2c1=O | -4 | 7 | -14 | 4 | 5 | -7 | 2 | -11 | -13
Cc1c(C(C)(C)C)s/c(=N/S(=O)(=O)c2ccccc2)n1C | 1 | -4 | -10 | 11 | 3 | -2 | -1 | -8 | -11
COCc1[nH]nc2c1C1(C(=O)N(C)c3ccccc31)C(C#N)=C(N)O2 (stereo not drawn) | 0 | -3 | 1 | 13 | -1 | 3 | 2 | -1 | 10
O=C(OCC(=O)N1CCCc2ccccc21)c1ccc(S(=O)(=O)C(F)F)cc1 | 5 | -2 | 1 | -1 | 1 | -2 | -2 | -1 | -1
Nc1nc(NCCOCCO)nc(N2CCCCCC2)c1[N+](=O)[O-] | -5 | -1 | 3 | 22 | -5 | -3 | 0 | -9 | -9
O=C(CN1C(=O)C2(OCCCO2)c2ccccc21)NCCc1ccccc1 | -2 | -4 | 1 | 8 | 10 | -7 | -1 | -19 | 3
COCCNC(=O)c1cc(-c2ccc(-c3ccccc3)cc2)nc2ccccc12 | -6 | 2 | 2 | -370 | -6 | 22 | -2 | -2 | -8
COc1cc(NC(=O)c2oc3ccccc3c2C)ccc1NC(=O)c1ccco1 | -1 | 0 | -20 | -62 | 3 | -5 | 5 | -8 | -3
CCN(CC)S(=O)(=O)c1ccc(N(C)C)c(NC(=O)CC(NC(C)=O)c2ccccc2)c1 (stereo not drawn) | 0 | -3 | 8 | 8 | 4 | 2 | -1 | -5 | 0

Compounds from the list above containing an aryl methoxy group (9):
SMILES | beta cell repl | HKDC1 inhibitor | SENP6 inh | SENP8 block-1 | SENP7 block | UBC13 polyUb | SENP1 inh | PfG6PD inh | SENP8 block-2
CCOC(=O)c1cc(NC(=O)c2ccc(OC)cc2)c(=O)oc1-c1ccccc1 | 0 | 3 | -7 | 5 | -14 | -7 | -2 | -5 | -4
COc1ccc(CCNC(=O)COC(=O)Cc2c[nH]c3ccccc23)cc1OC | -1 | -5 | 7 | -31 | -12 | -8 | -7 | 9 | -12
COc1cccc(C(=O)Nc2ccc(N(C)C)cc2)c1OC | -4 | 4 | -24 | 2 | -7 | -9 | 1 | 26 | -12
COc1ccc(Oc2c(C(F)(F)F)oc3cc(OCC(=O)O)ccc3c2=O)cc1 | -3 | 0 | 0 | 17 | 3 | 3 | 2 | -9 | 1
COc1ccc(S(=O)(=O)NCc2ccccn2)cc1Cl | -3 | -7 | 12 | 24 | 4 | -3 | 1 | -9 | 2
COc1ccc(OC)c(CN2CCN(S(=O)(=O)c3ccccc3)CC2)c1 | -2 | -6 | -7 | 8 | 0 | -3 | 0 | 11 | -3
COc1cc(/C=C2\C(=N)N3N=C(S(C)(=O)=O)SC3=NC2=O)ccc1OCCOc1ccccc1C | / | 10 | / | -4 | / | / | -7 | -31 | /
COc1ccc(/C=N/n2c(SC)nnc2-c2ccccc2)cc1C | 2 | 12 | 0 | 27 | 0 | 4 | 3 | -16 | -5
COc1cc(NC(=O)c2oc3ccccc3c2C)ccc1NC(=O)c1ccco1 | -1 | 0 | -20 | -62 | 3 | -5 | 5 | -8 | -3
